SENP8 inh: inhibitors of human SENP8 protease; Q96LD8; recombinant SENP8, Nedd8 substrate fluorescence; inhibition, % at 20 µM; 360,000 compounds, 0.64% hits; AID 602440; in the data active = inhibition mostly above about 40%, no sharp cut-off; inactive = mostly below about 27%
Target sequence (Q96LD8 whole entry, looked up): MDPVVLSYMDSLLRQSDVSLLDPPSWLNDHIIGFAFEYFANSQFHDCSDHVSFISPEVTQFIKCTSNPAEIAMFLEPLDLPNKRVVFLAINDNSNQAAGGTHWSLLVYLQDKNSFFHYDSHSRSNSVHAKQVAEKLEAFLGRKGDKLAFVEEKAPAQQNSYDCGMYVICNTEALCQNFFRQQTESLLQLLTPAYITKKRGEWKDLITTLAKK
PfG6PD inh: PfG6PD (Plasmodium falciparum) enzyme inhibition | PfGluPho enzyme, NADPH resazurin-diaphorase fluorescence | 350,000 compounds, 0.78% hits | inhibition, % at 20 µM;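 active = inhibition reaching at least a set limit at 20 µM in the primary screen, cut at about 59% in these data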;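 also: 0% = DMSO wells with substrate and 100% = DMSO wells lacking glucose-6-phosphate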
SENP1 inh: inhibitors of human SENP1 SUMO protease catalytic domain | Q9P0U3 | recombinant SENP1 catalytic domain, CyPet-SUMO1-YPet FRET cleavage | inhibition, % at 10 µM | 360,000 compounds, 0.21% hits | AID 624204;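 active = inhibition at least 30% at 10 µM, raw YFP signal under a set limit, fluorescence ratio 0.5 to 1.5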;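 also: 0% = enzyme with DMSO and 100% = no enzyme wells; some results filed as inactive read as strong as hits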
Target sequence (Q9P0U3 419-644 limits assumed): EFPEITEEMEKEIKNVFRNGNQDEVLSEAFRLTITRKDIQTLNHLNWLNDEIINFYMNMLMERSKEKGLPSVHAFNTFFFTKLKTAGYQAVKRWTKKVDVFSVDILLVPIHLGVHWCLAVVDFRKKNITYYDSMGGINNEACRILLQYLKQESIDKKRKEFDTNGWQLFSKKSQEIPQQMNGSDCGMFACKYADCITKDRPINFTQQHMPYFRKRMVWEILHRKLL
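Material – human SENP1 catalytic domain · Input – SENP1 enzyme, 20 pM final · Compound dosing – single concentration of 10 µM compound, 0.5% DMSO final · Timing – enzyme reaction for 50 min at room temperature, dark · Measured by – FRET fluorescence in CFP and YFP emission channels · Control set – no-enzyme wells low, DMSO-plus-enzyme wells high control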
An asterisk follows results filed as active; i = inactive; / = no result given. An excerpt; count on the stated rates, not on these rows.

The line under a structure holds: PfG6PD inh	SENP1 inh	SENP8 inh
- C[C@H](c1ccccc1)N1C[C@@H](COCc2ccccc2)Oc2cc(N3CC[C@@H](N(C)C)C3)ccc2S1(=O)=O
→ /	-1	-3
- CCCCOCCCNC(=O)C[C@@H]1C[C@@]2(C(=O)OC)CCCCC=C2N(Cc2cccc3ccccc23)C1=O
→ /	1	7
- OC(c1cccc(Cl)c1)c1nc(/C=C/c2ccc(C(F)(F)F)cc2)cs1 (stereo unspecified)
→ /	1	-59
- CCc1nc2ccc(C(=O)N(C)CCN(C)C)cn2c1N(CC)CCOC
→ /	1	2
- Cc1cccc(C)c1-n1nnnc1C1c2ccccc2C(=O)N1CCCN1CCOCC1 (stereo unspecified)
→ /	4	12
- COc1cc(-c2cc3nc(NCCc4ccncc4)ccn3n2)cc(OC)c1OC
→ /	-7	-490
- Cc1ccccc1-c1cc2nc(NCCCN(C)C)n(C)c(=O)c2s1
→ /	0	-28
- CN(C)CCNC(=O)c1ccc(-c2cnn(C)c2)c2ccoc12
→ /	1	-382
- C/C=C/c1cccc(-c2nc(C(=O)N3CCCCC3)cc3c2[C@@H](CCO)N(C(=O)NC(C)C)C3)c1
→ /	3	12
- COc1ccc(-c2cc(NC=O)c3ncc(-c4ccc(C(C)=O)cc4)n3c2)cn1
→ /	-16	-470
- COC(=O)[C@]12CCCCC=C1N(Cc1ccc(Cl)cc1Cl)C(=O)[C@H](CC(=O)NCC1CCCCC1)C2
→ /	1	8
- COc1ccc(-c2cc3nc(NCCN4CCCC4)n(C)c(=O)c3s2)cc1OC
→ /	-1	i
- CN(C)c1cccc(NC(=O)C2Cc3c(-c4ccccc4Oc4ccccc4)ccnc3O2)c1 (stereo unspecified)
→ /	1	-89
- Cc1cccc(S(=O)(=O)N[C@@H]2CC[C@@H](CCNS(=O)(=O)c3ccccc3F)O[C@@H]2CO)c1
→ /	1	4
- Cc1ccc(-c2nc3ccc(Cl)cn3c2Cc2ccccc2C(F)(F)F)cc1
→ /	-7	-71
- Cc1ccccc1S(=O)(=O)NC(=O)C1(C)CCN1C(=O)C1(c2ccccc2)CCCC1 (stereo unspecified)
→ /	-2	11
- COc1ccc(-c2nc3c4ccccc4ccn3c2Cc2cccc(F)c2)cc1OC
→ /	-47	-376
- CC1(C(=O)Nc2cccc3c2CCCC3)CCN1C(=O)Cc1ccccc1Cl (stereo unspecified)
→ /	0	17
- COC(=O)[C@]12CCCCC=C1N(CCc1ccc(OC)c(OC)c1)C(=O)[C@H](CC(=O)NCc1cccs1)C2
→ /	1	19
- COc1ccccc1-c1cc(NC(C)=O)c2ncc(-c3ccc(S(C)(=O)=O)cc3)n2c1
→ /	0	i
- c1ccc2c(C(c3nnnn3-c3ccc4c(c3)OCCO4)N3CCCCC3)ccnc2c1 (stereo unspecified)
→ /	2	9
- CC(=O)c1cccc(NC(=O)C2Cc3c(-c4cccc(C(C)=O)c4)ccnc3O2)c1 (stereo unspecified)
→ /	-1	6
- N#Cc1cccc(NC(=O)c2cc(C3CCCCN3S(=O)(=O)c3ccccc3)on2)c1 (stereo unspecified)
→ /	2	13
- CCCCn1nnnc1C(c1ccccc1)N1CCN(c2ccc(C(F)(F)F)cc2[N+](=O)[O-])CC1 (stereo unspecified)
→ /	2	26
- COCCNc1nc(Nc2ccc(Cl)cc2F)c2sccc2n1
→ /	0	-435
- CCN(CC)C(=O)c1cccc(-c2csc(C(C)(NC(C)=O)c3ccccc3)n2)c1 (stereo unspecified)
→ /	-2	13
- O=C(NCc1ccccc1)c1cc(C2CCCCN2S(=O)(=O)c2cccc3cccnc23)on1 (stereo unspecified)
→ /	2	9
- COc1ccc(-c2csc(C(C)(O)c3ccc(F)c(F)c3)n2)cc1OC (stereo unspecified)
→ /	-1	13
- CC(=O)Nc1cncc(-c2cccc(C(=O)NC3CC3)c2)n1
→ /	1	-12
- CCCNC(=O)C1(C)CCN(Cc2csc(-c3ccc(Cl)cc3)n2)C1 (stereo unspecified)
→ /	2	14

Additional compounds
The line under a structure holds: PfG6PD inh	SENP1 inh	SENP8 inh
- COc1cccc(C(=O)c2ccccc2C(=O)O)c1
→ /	1	-7
- CC(O)(c1cccnc1)c1nc(-c2cccc3cccnc23)cs1 (stereo unspecified)
→ /	0	-207
- COc1ccc(-c2cc3c(c4c2ccn4C)C2CCC3O2)cc1OC (stereo unspecified)
→ /	0	-221
- CCc1ccc(N2C=C(C(=O)OC)C(c3ccc(OC)cc3)C(C#N)=C2N)cc1 (stereo unspecified)
→ /	-6	-68
- CSCCC(C(=O)Nc1c(C)cccc1C)n1c(-c2ccc(-c3ccccc3)cc2)nc2ccccc21 (stereo unspecified)
→ /	-3	-363
- COc1ccc(-c2nc3cc(C)c(Br)c(C)n3c2Cc2ccc(C)cc2)cc1OC
→ /	-1	1
- CCCNC(=O)C1(C)CCN(C(=O)C(c2ccccc2)c2ccccc2)C1 (stereo unspecified)
→ /	3	4
- CO[C@@H]1CN(C)C(=O)c2ccc(NC(=O)C3CCC3)cc2OC[C@H](C)N(CC2CCCCC2)C[C@H]1C
→ /	1	12
- Cc1ccccc1S(=O)(=O)NC(=O)C1(C)CCN1C(=O)C1(c2ccc(Cl)cc2)CC1 (stereo unspecified)
→ /	1	5
- COc1ccc(NC(=O)C2(C)CCCN(C(C)=O)C2)cc1F (stereo unspecified)
→ /	1	19
- CC1(C(=O)NS(=O)(=O)C2CC2)CCCN(C(=O)c2ccco2)C1 (stereo unspecified)
→ /	4	19
- CN1OC[C@@H]2CN(Cc3ccccc3)[C@H](c3ccc(N4CCCCC4)cc3)C[C@@H]21
→ /	-3	4
- CCCNC(=O)c1cc(C2CCCCN2C(=O)c2ccc(C#N)cc2)on1 (stereo unspecified)
→ /	0	18
- CCNC(=O)C1CCCN(Cc2cc(C(F)(F)F)ccc2Cl)CC1 (stereo unspecified)
→ /	3	20
- CC(=O)c1cccc(-c2ccnc3c2CC(C(=O)Nc2cccc(NS(C)(=O)=O)c2)O3)c1 (stereo unspecified)
→ /	-1	4
- COc1ccc(CNC(=O)c2cccc3c(-c4ccc(F)c(F)c4)coc23)cc1OC
→ /	3	10
- Cc1cccc(C(O)c2ncc(-c3ccc(Cl)cc3)[nH]2)c1C (stereo unspecified)
→ /	0	10
- COCCCn1cc(CN2CC(N3CCN(Cc4ccccc4F)CC3)CS2(=O)=O)nn1 (stereo unspecified)
→ /	3	6
- CNC(=O)C[C@@H]1CC[C@@H]2[C@H](COC[C@H](O)CN2S(=O)(=O)c2ccccc2Cl)O1
→ /	0	10
- O=C(/C=C/[C@H]1O[C@@H](n2cnc3c(NC(=O)c4ccccc4)ncnc32)[C@H](O)[C@@H]1O)NCC1CCCCC1
→ /	3	16
- CC1(Cc2ccc(Cl)cc2)C(=O)Nc2ccc(S(=O)(=O)NC3CCCCC3)cc21 (stereo unspecified)
→ /	1	14
- CC(C)(C)OC(=O)N1CCc2onc(-c3ccc(-n4cc(C5=CCCCC5)nn4)cc3)c2C1=O
→ /	2	15
- O=C(c1ccc(-c2ccccc2)cc1)N1CCN(c2ccc3c(c2)C2CC3CCN2C(=O)OCc2ccccc2)CC1 (stereo unspecified)
→ /	-1	6
- CCOC(=O)C1(C)CCCN1C(=O)c1ccc(Cl)nc1 (stereo unspecified)
→ /	0	3
- CC1(C(=O)NS(=O)(=O)c2ccccc2)CCN1C(=O)c1ccccc1 (stereo unspecified)
→ /	2	10
- CC(C)C[C@H]1CNC(=O)C(=O)N1C[C@@H]1CCCN1C[C@H](Cc1ccccc1)N1C[C@H](CC(C)C)N(CC2CCCCCC2)C(=O)C1=O
→ /	1	7
- COc1ccccc1C(NC(=O)C1CCN(CCOc2ccc(Cl)cc2)CC1)c1ccccn1 (stereo unspecified)
→ /	0	13
- COc1ccc(CC(N)c2csc(NC(=O)NCCc3ccccc3)n2)cc1 (stereo unspecified)
→ /	-1	28
- COc1cc(NC(=O)c2ccc(-c3cnn(C)c3)c3ccoc23)cc(OC)c1OC
→ /	-2	-33
- CC1=C(C(=O)N(C(C)C)C(C)C)CC(CC(=O)NC2CC2)C(=O)N1Cc1ccc(C(C)(C)C)cc1 (stereo unspecified)
→ /	-2	4

Single records, as listed above. Values in the order: PfG6PD inh, SENP1 inh, SENP8 inh
`CSCCC(C(=O)Nc1c(C)cccc1C)n1c(-c2ccc(-c3ccccc3)cc2)nc2ccccc21` (stereo unspecified) is listed with /, -3, -363
`Cc1cccc(C(O)c2ncc(-c3ccc(Cl)cc3)[nH]2)c1C` (stereo unspecified) is listed with /, 0, 10
`COc1cccc(C(=O)c2ccccc2C(=O)O)c1` is listed with /, 1, -7

Following part:
The line under a structure holds: PfG6PD inh	SENP1 inh	SENP8 inh
- CCNC(=O)C1(C)CCCN1C(=O)c1c(F)cccc1F (stereo unspecified)
→ /	0	21
- COc1ccc(CCc2nc3ccccc3n2C(CCc2ccccc2)c2nc3ccccc3[nH]2)cc1 (stereo unspecified)
→ /	10	8
- CC(O)(c1ccccc1)c1nc(-c2cccc(C#N)c2)cs1 (stereo unspecified)
→ /	1	15
- O=C(OC1CC2CC1[C@H]1CCCCN1C2=O)N1CCN(c2ccccc2)CC1 (stereo partly specified)
→ /	0	14
- O=C(NCCc1ccccc1)C1Cc2c(-c3ccccc3)ccnc2O1 (stereo unspecified)
→ /	-2	8
- OC(c1cc(F)cc(Cl)c1)c1ncc(-c2cccc(C(F)(F)F)c2)[nH]1 (stereo unspecified)
→ /	0	17
- CN(C)CCCNc1nc2cc(-c3ccc4c(ccn4C)c3)sc2c(=O)n1C
→ /	-20	i
- CSc1ccc(CN2CCC(C)(Oc3ccccc3)C2)cc1 (stereo unspecified)
→ /	0	16
- O=C1NC[C@H](Cc2ccc(O)cc2)N(CCc2cccc(F)c2)C1=O
→ /	-1	9
- CN(C)CCN1CCN(C2CN(Cc3cn(Cc4ccc(Cl)cc4)nn3)S(=O)(=O)C2)CC1 (stereo unspecified)
→ /	-3	17
- COc1ccc(Cn2cc(CN3CC(N4CCCC4)CS3(=O)=O)nn2)cc1 (stereo unspecified)
→ /	0	4
- O=S1(=O)N[C@@H](Cc2ccccc2)COc2cc(N3CC[C@H](O)C3)ccc21
→ /	-2	12
- COc1ccc(C(=O)N2CCCCC2c2cc(C(=O)Nc3ccc(OC)cc3C)no2)cc1 (stereo unspecified)
→ /	0	18
- CCOC(=O)C1(C)CCCN(C(=O)c2cccc3ccccc23)C1 (stereo unspecified)
→ /	2	16
- C[C@H](c1ccccc1)N1C[C@H](COCc2ccccc2)Oc2cc(N3CCC[C@H]3C(N)=O)ccc2S1(=O)=O
→ /	1	19
- CCCCNC(=O)C1(C)CCN1C(=O)c1cc2ccccc2s1 (stereo unspecified)
→ /	1	29
- COC(=O)c1ccc(Cn2c(C)c(C(=O)NCc3ccc([N+](=O)[O-])cc3)sc2=O)o1
→ /	2	-6
- COc1cc(Cn2c3ccc(NC(=O)CCc4cccnc4)cc3c(=O)n2C)ccc1F
→ /	7	-494
- CC(C)CC(N)c1csc(Nc2ccccn2)n1 (stereo unspecified)
→ /	-3	28
- COc1cccc(-c2sc3ccc(OC)cc3c2-c2cnc(N3CCOCC3)nc2)c1
→ /	-20	-66
- CCCNC(=O)C1(C)CCCN(CC(=O)c2ccccc2OC)C1 (stereo unspecified)
→ /	-4	-9
- CS(=O)(=O)/C(C#N)=C/c1cccn1S(=O)(=O)c1ccc([N+](=O)[O-])cc1
→ /	-1	22
- Cc1ccc(Cc2c(-c3ccccc3)nc3cc(C)c(Br)c(C)n23)cc1
→ /	-4	11
- Cc1cccc(C)c1Cn1c(C)c(C(=O)NCc2ccc([N+](=O)[O-])cc2)sc1=O
→ /	2	5
- CC1(Cc2ccc(F)cc2)C(=O)Nc2c(Cl)ccc(Cl)c21 (stereo unspecified)
→ /	2	10
- CC(N)c1csc(Nc2ccc(C(=O)NCCO)cc2)n1 (stereo unspecified)
→ /	-2	-30
- Clc1cccc(-c2nc3c4ccccc4ccn3c2Cc2ccsc2)c1
→ /	-5	-253
- CC(C)CC(N)c1csc(Nc2ccc(C(F)(F)F)cn2)n1 (stereo unspecified)
→ /	-2	-68
- O=C(NN1CCCCC1)NN1CCCCC1
→ /	0	8
- CCCN1CCC(C(=O)NC(c2ccc(Cl)cc2)c2ccsc2)CC1 (stereo unspecified)
→ /	3	11

Quoted from the listing:
For SENP8 inh, Cc1ccc(Cc2c(-c3ccccc3)nc3cc(C)c(Br)c(C)n23)cc1 reads 11
For SENP1 inh, O=C1NC[C@H](Cc2ccc(O)cc2)N(CCc2cccc(F)c2)C1=O reads -1

(more compounds)
The line under a structure holds: PfG6PD inh	SENP1 inh	SENP8 inh
- CC1(C)OC(=O)C2=C(C[C@@H](C3CCCCC3)O[C@@H]2c2ccc(Cl)cc2)O1
→ /	-3	4
- CSc1ccccc1C(=O)OCC(=O)NC1CC1
→ -7	0	8
- O=C1NC(=O)C([N+](=O)[O-])=C(O)C1=O
→ -17	2	9
- CCCCCCNC(=O)O[C@H]1Cn2c(=O)ccc(=O)n2[C@@H]2CN(S(=O)(=O)c3ccc(C)cc3)C[C@]12O
→ -3	2	-21
- O=C(NNC(=O)c1ccco1)c1ccco1
→ -12	3	12
- COc1ccc(C(C)=NNS(=O)(=O)c2ccc(C)cc2)cc1OC
→ 0	2	9
- Cc1ccc(N(CC(=O)NC(C)C)C(=O)CCC(=O)Nc2ccccn2)c(C)c1
→ 4	2	15
- COc1cc2c(cc1OC)C(O)=CC(=O)C2=O
→ -1	-9	20
- NC(=S)NN=Cc1ccc(OC(=O)COc2cc(Cl)c(Cl)cc2Cl)cn1
→ 43	-5	-248
- CC(NC(=O)C1CCCN1C(=O)c1cccs1)c1ccc(Cl)cc1Cl (stereo unspecified)
→ -5	0	4

Source: PubChem BioAssay
